Bioassay records from PubChem.
aSyn UTR inh = MLPCN primary screen, SNCA 5' untranslated region; inhibition, % (tested at 7.5 µM); AID 1813; 300,000 compounds, 0.82% hits; alpha-synuclein 5'UTR reporter, inhibitor activity; in the data active = inhibition above about 60%; inconclusive = no clear call, values can overlap the other calls;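 note: H4 neuroglioblastoma cells stably carrying SNCA 5'UTR luciferase fusion; 0% = DMSO wells and 100% = positive control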
KLF5 inhibitor = suppresses KLF5 promoter-driven expression | AID 1700 | DLD-1 KLF5 promoter-luciferase reporter, luminescence | inhibition, % at 5 µM | 290,000 compounds, 0.23% hits;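 active = inhibition above a per-plate limit of that plate's mean compound inhibition plus 3 SD, cut at about 60% in these data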;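 note: 0% = DMSO wells and 100% = LY294002 at 200 µM; higher means less KLF5 promoter-driven luciferase light; inactives centre near -14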
IEC-6 cytotox = kills IEC-6 intestinal cells in KLF5 counter-screen; inhibition, % at 5 µM; IEC-6 cytotoxicity, luminescence viability; AID 1825; 290,000 compounds, 0.78% hits; in the data active = inhibition above about 22%;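 note: 0% = plate median of test compound wells and 100% = cytotoxic reference compound wells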
HDAC3 inhib = blocks human histone deacetylase 3; O15379; inhibition, % at 8.3 µM; recombinant HDAC3, fluorogenic peptide/trypsin coupled, fluorescence; 320,000 compounds, 0.15% hits; in the data active = inhibition above about 26%, passing the limit was not always enough; inconclusive = no clear call, values can overlap the other calls
Target sequence (O15379 whole entry, looked up): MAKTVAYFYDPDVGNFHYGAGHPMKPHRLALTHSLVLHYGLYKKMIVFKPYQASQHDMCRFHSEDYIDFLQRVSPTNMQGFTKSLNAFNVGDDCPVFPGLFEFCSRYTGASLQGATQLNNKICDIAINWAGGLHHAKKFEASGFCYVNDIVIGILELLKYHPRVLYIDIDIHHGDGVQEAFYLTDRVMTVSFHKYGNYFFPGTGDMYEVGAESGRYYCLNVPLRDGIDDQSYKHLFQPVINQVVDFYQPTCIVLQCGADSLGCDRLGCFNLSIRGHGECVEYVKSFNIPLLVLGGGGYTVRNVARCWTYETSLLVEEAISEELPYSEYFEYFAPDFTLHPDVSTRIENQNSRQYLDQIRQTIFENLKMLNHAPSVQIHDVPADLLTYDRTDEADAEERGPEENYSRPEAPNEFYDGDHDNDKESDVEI
HIF act = HIF pathway transcriptional activation | U2OS HRE-luciferase reporter, luminescence; normalized: DMSO 0%, desferrioxamine 100% | activation, % at 7.5 µM (by protocol) | 300,000 compounds, 0.32% hits;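 active = mean activation of at least 10% of the iron chelator positive control signal, with at least half of replicates also reaching 10%; inconclusive = mean and replicate majority disagree about reaching 10%; inactive = mean and most replicates under 10%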
AI-2 QS mod = modulators of Vibrio harveyi AI-2 quorum sensing system. 300,000 compounds, 0.4% hits. activity change, % at 7.5 µM. AID 2094. Vibrio harveyi JMH597 AI-2 luminescence/OD600 ratio, 9 h; hits give low values; strain lacks LuxN and CqsS sensors; 0 = neutral-control median; in the data active = activity change below about -75%, passing the limit was not always enough; inconclusive = no clear call, values can overlap the other calls;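 note: luminescence divided by OD600 gain over 9 h not by final OD600 alone; inactives centre near 13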
HSF1 inhib = HSF1 inhibition; 300,000 compounds, 0.77% hits; activity change, negative = inhibition, % at 7.5 µM (by protocol); NIH3T3-HGL HSE-luciferase, MG132-induced, luminescence 8 h; hits give low values;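 active = more than half of replicate wells show activity change below -50%, luminescence cut by over half; inconclusive = some wells, but at most half, below -50%; inactive = no replicate well below -50%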;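 note: luciferase reports HSF-1 transcriptional activity via heat shock element; 0% = median of DMSO wells and -100% = zero luminescence signal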
Platelet DG rel = platelet dense granule release activity; human platelet-rich plasma, SFLLRN dense granule ATP release, luminescence; inhibition, %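 (compounds screened at 7.5 µM in platelet-rich plasma)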; 300,000 compounds, 0.22% hits;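 active = mean replicate score, as percent of positive control, at or above 50; inconclusive = mean below 50 but at least one replicate at or above 50; inactive = mean and every replicate below 50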
HSF1 activator = increases HSF-1 driven luciferase reporter signal; NIH3T3-HGL HSF-1 luciferase reporter, MG132, 8 h; 100% = twice DMSO control signal; activation, % at 9 µM; 300,000 compounds, 1.7% hits; AID 504408;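 active = mean replicate activation of at least 50% with a set share of replicates each reaching 50%; inconclusive = only one of those two conditions met; inactive = mean below 50% and too few replicates reaching it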;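 note: 0% = median of the neutral control wells and 100% = twice that signal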
HSP90 refold inh = blocks HSP90-mediated luciferase refolding in reticulocyte lysate. Rabbit reticulocyte lysate, luciferase refolding luminescence, 3 h. inhibition, % at 5.6 µM. 290,000 compounds, 0.91% hits;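 active = inhibition above the screen-wide mean plus 3 SD, computed separately per campaign, cut at about 16% in these data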;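 note: 0% = DMSO wells and 100% = 60 µM geldanamycin wells; inhibitors lower the luminescence because luciferase stays unfolded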
Numbers without * were called inactive; ? = inconclusive; . = not tested or not shown.

SMILES | aSyn UTR inh | KLF5 inhibitor | IEC-6 cytotox | HDAC3 inhib | HIF act | AI-2 QS mod | HSF1 inhib | Platelet DG rel | HSF1 activator | HSP90 refold inh
CCCCc1cc(=O)oc2cc(C)cc(OC(C)C(=O)NCc3ccncc3)c12 (stereo not drawn) | 26 | -21 | 5 | 1 | -0.5 | 10 | -3 | -4 | 11 | -4
O=C(OCc1nnc(-c2ccccc2)o1)c1ccc2c(c1)C(=O)N(CCc1ccccc1)C2=O | -24 | -63 | 4 | 1 | 0.8 | -2 | -3 | -8 | 0 | 4
O=C(NCc1cccnc1)C1CCN(S(=O)(=O)N2CCOCC2)CC1 | 12 | 2 | -4 | -1 | -0.1 | 14 | 2 | 0 | 21 | 3
COCCn1c(Cc2cccn2C)nnc1SCC(=O)NCc1ccc2c(c1)OCO2 | -12 | 13 | -3 | 0 | 0.2 | 11 | 5 | 3 | -17 | 3
O=C(CSc1nnc(-c2ccccc2F)n1C1CC1)Nc1ccc2[nH]c(=O)[nH]c2c1 | -1 | -5 | -2 | -2 | -0.3 | 10 | -3 | -1 | -1 | 0
COc1ccccc1CNC(=O)N1CCN(c2ccccc2Cl)CC1 | -4 | 10 | 1 | -3 | 0.0 | -7 | 2 | -6 | 3 | -5
CC(C)CCN1CC(C(=O)NCc2ccccc2)CC1=O (stereo not drawn) | 16 | -28 | 2 | 1 | -0.3 | 8 | -11 | 6 | -9 | -6
COC(=O)CSc1nnc(CNS(=O)(=O)c2ccc(C)cc2)n1C | 16 | -50 | -6 | 2 | 0.0 | 40 | -2 | 1 | 4 | -3
COc1cccc2sc(N(CCCN(C)C)C(=O)CCS(=O)(=O)c3ccccc3)nc12 | 3 | 16 | 50* | 4 | 0.3 | . | 23 | 6 | 15 | 2
CC(C)C[C@@H]1NC(=O)N(CCCn2ccnc2)C1=O | -5 | -24 | 10 | -2 | -1.9 | -1 | -6 | 2 | -21 | -1
O=C(Nc1ccccc1-c1nc2ccccc2[nH]1)c1ccc(N2C(=O)CCC2=O)cc1 | -22 | -41 | -4 | 0 | -0.3 | 15 | -1 | 8 | 10 | 0
CS(=O)(=O)c1ccc2nc(NC(=O)Nc3ccc(Cl)c(Cl)c3)sc2c1 | -21 | -23 | -3 | 6 | 0.6 | 6 | -9 | 13 | 7 | -3
C=CCn1c(SCC(=O)c2ccc(Cl)cc2)nnc1-c1ccc2c(c1)OCO2 | -7 | -5 | -9 | 0 | -0.2 | 15 | 5 | -1 | 17 | -3
CC(C)(C)OC(=O)CN1C(=O)C(Sc2n[nH]c(-c3ccccc3)n2)CCc2ccccc21 (stereo not drawn) | -19 | -11 | 7 | 0 | -0.3 | -4 | -6 | -2 | 6 | 2
Cc1ccc(NC(=O)CSCC(=O)N(C)CC(=O)Nc2cccc(F)c2)cc1 | 8 | . | . | 9 | -3.4 | 25 | 3 | 2 | 7 | .
CC1CCCN(C(C(=O)Nc2ccc3c(c2)OCCO3)c2ccccc2)C1 (stereo not drawn) | 15 | -39 | -1 | 14 | -1.2 | 39 | 14 | -1 | 11 | -2
CCCCC1(C)OC(=O)C(=Cc2c[nH]c3ccccc23)C(=O)O1 (stereo not drawn) | -30 | -47 | 3 | 4 | -0.5 | 17 | -6 | -4 | -2 | 4
CCOC(=O)C1CCN(c2c(Nc3ccc4c(c3)OCCO4)c(=O)c2=O)CC1 | -78 | 3 | 1 | . | 0.0 | 11 | -54* | 15 | -58 | 12
CC1(C)CNC(=O)c2sc(NC(=O)CN3CCOCC3)nc2C1 | -4 | -7 | 2 | 6 | -0.8 | 13 | 13 | 5 | 10 | 3
COc1ccc(C)cc1NC(=O)c1ccc(S(=O)(=O)N2CCCCC2)cc1 | 10 | 1 | -1 | -8 | -0.5 | . | 2 | -12 | 12 | 4
CCCn1c(=O)c2c(nc3n2CCCN3CCc2ccc(OC)c(OC)c2)n(C)c1=O | 3 | -10 | 0 | 5 | 0.7 | -8 | -12 | 2 | 0 | -1
COc1ccc(C(=O)NC(=S)Nc2ccc3[nH]c(=O)[nH]c3c2)c(OC)c1 | -41 | -64 | 0 | 1 | 1.1 | -5 | 7 | 10 | 31 | -1
Cc1c(Cl)c(C(=O)NNC(=S)Nc2ccc(F)cc2)nn1C | -70 | -111 | -3 | 7 | 1.2 | -16 | 41 | -6 | 59* | 1
CN1CCN(/N=C/c2ccc(C#N)cc2)CC1 | 4 | -7 | -1 | -8 | 0.6 | 9 | 1 | -1 | -1 | -1
COc1ccc(OCCSc2nc(N)cc(N)n2)cc1 | -103 | -115 | -3 | 1 | 2.3 | 5 | 16 | -1 | 34 | -3
O=C(CN1CCC(n2nnc3cc(C(F)(F)F)ccc32)CC1)NNC(=O)c1ccco1 | -14 | 4 | -4 | 1 | 0.3 | -2 | -8 | 2 | 5 | 2
Cc1ccc(CNS(=O)(=O)c2ccc(-c3cnc(C4CC4)o3)cc2)cc1 | -15 | -38 | -5 | -1 | 0.7 | 8 | 6 | -9 | 10 | 3
NS(=O)(=O)c1ccc(NC(=O)COC(=O)c2cccc(S(=O)(=O)N3CCCC3)c2)cc1 | -12 | -25 | -6 | -5 | 0.1 | 9 | -5 | 12 | -2 | 3
O=C1CC2(CCCCC2)Oc2ccc(O)cc21 | 1 | -2 | 7 | -4 | -0.1 | 5 | -11 | -1 | 3 | 1
Cc1nc(NC(=O)COc2ccc(Cl)cc2)sc1C(=O)N(C)C | -24 | -25 | -3 | 1 | -0.3 | 7 | 4 | 11 | -10 | 6
CC1CC(C)CN(CCCNC(=O)CC2Oc3ccccc3NC2=O)C1 (stereo not drawn) | -7 | -6 | -2 | 5 | . | 6 | -3 | 6 | 8 | 0
CCOc1cc(/C=N\NC(=O)CN2CCOCC2)ccc1OCc1ccc(F)cc1 | 24 | -18 | 8 | 8 | -0.3 | -6 | 8 | -11 | 5 | -3
Cc1cc2nnc(SCC(=O)NCc3cccs3)n2c2ccccc12 | -27 | 42 | 34* | -2 | 0.9 | 20 | -9 | 2 | -1 | 8
O=C(O)c1ccc(NS(=O)(=O)c2ccc(Cl)c(C(=O)Nc3ccccc3[N+](=O)[O-])c2)cc1 | -10 | -41 | 6 | -3 | -0.4 | 11 | -4 | 1 | 0 | 1
COc1ccccc1C/C(N)=N/OC(=O)c1cccc([N+](=O)[O-])c1C | -6 | -24 | -5 | 6 | -0.1 | 9 | 3 | -5 | 10 | -5
COc1ccc2nc(/N=C\N(C)C)sc2c1 | -92 | -44 | -1 | 1 | 1.5 | 14 | 9 | 5 | 15 | -3
Cc1ccc(S(=O)(=O)N(C)c2ccc(C(=O)N3CCC(C(N)=O)CC3)cc2)cc1 | . | -4 | 6 | 2 | . | . | . | . | . | 0
Cc1cc(C)c2nc(SC(C)C#N)cc(C)c2c1 (stereo not drawn) | 28 | -28 | 2 | 9 | 0.0 | 29 | 2 | -3 | -14 | 1
CCn1c(=O)cc(SCC(=O)N2CCCCC2)c2ccccc21 | 18 | -55 | 16 | 4 | -0.1 | 0 | 10 | 11 | 12 | 3
COc1cccc(CNC(=O)C2CCCN(S(=O)(=O)c3cnc[nH]3)C2)c1 (stereo not drawn) | 1 | -20 | 6 | 11 | . | 8 | 1 | 8 | -3 | 4
CCc1ccc(N2CC(C(=O)OCC(=O)NNC(=O)c3ccccc3)CC2=O)cc1 (stereo not drawn) | -45 | . | . | -16 | -0.5 | 22 | -9 | -11 | -10 | .
O=C(CN1C(=O)CSCC1=O)NCc1ccc(F)cc1 | 4 | -23 | -11 | 1 | -0.2 | 25 | -7 | 5 | 15 | -3
Cc1cc(NC(=O)CSc2ncnc3c2cnn3-c2cccc(Cl)c2)no1 | -3 | -23 | 0 | 2 | 0.0 | 29 | 0 | -7 | 6 | 0
CCOc1ccc(C(=O)NCC(=O)N2CCC3CCCCC3C2)cc1OCC (stereo not drawn) | 17 | -4 | -4 | 1 | 0.0 | 9 | -6 | 0 | 13 | 6
Cc1ccc(-n2ncc3c2CCCC3NC(=O)c2ccccc2N2CCOCC2)cc1C (stereo not drawn) | 18 | -25 | 1 | -1 | -1.4 | 14 | 5 | -2 | 9 | 1
O=C(N/C(=C\c1ccco1)C(=O)N1CCCC(CO)C1)c1ccccc1 (stereo not drawn) | 8 | 2 | 4 | -3 | -0.8 | 22 | -7 | . | -10 | 4
COC(=O)c1ccccc1Nc1cc(C)nc2nc(C)nn12 | 2 | 13 | 0 | ? | -0.4 | 6 | -7 | -1 | 7 | -6
COCCNC(=S)N(CCc1c(C)[nH]c2ccc(C)cc12)Cc1ccco1 | 2 | -32 | -1 | 6 | 0.9 | 16 | 7 | -16 | 20 | 0
CCOC(=O)N1CCN(C(=O)C(CC(C)C)NC(=O)C2CCCCC2)CC1 (stereo not drawn) | -12 | -34 | 1 | 5 | 0.4 | 18 | -5 | 4 | 11 | 0
O=C1CCN(CCc2ccccc2)CCN1CCOc1ccccc1 | 0 | -23 | 1 | 1 | -1.2 | 25 | 7 | 2 | 28 | -7
CC(=O)Nc1nnc(-c2ccco2)o1 | -23 | -2 | 1 | . | 0.2 | 9 | -5 | -5 | 3 | -5
CCC(C)(C)n1nnnc1CN(Cc1ccc(Cl)cc1)Cc1ccco1 | -7 | -13 | -1 | 7 | 0.2 | 22 | 9 | 5 | 5 | 1
O=C(C1=NN[C@@H]2C(=O)N(c3cccc(F)c3)C(=O)[C@H]12)c1cnccn1 | -12 | -40 | 3 | 1 | 0.1 | 13 | 8 | 0 | 8 | 3
O=[N+]([O-])c1ccc(O)c(/C=N/Nc2ncnc3c2cnn3-c2ccccc2)c1 | 66* | 15 | 3 | 3 | 0.3 | 4 | -24 | 6 | -25 | -2
O=C(NCCN1CCOCC1)c1cc(Sc2ccc(F)cc2F)nc2ccccc12 | -5 | 3 | -3 | -1 | 0.1 | 1 | 6 | -12 | -6 | 2
CC(C)(C)NC(=O)C(=O)NNC(=O)c1ccccc1 | -3 | -43 | 4 | 7 | 1.5 | 4 | -13 | -5 | 1 | 1
COc1ccccc1/C=C/C(=O)NC(=S)Nc1ccc(S(=O)(=O)N(C)c2ccccc2)cc1 | 10 | -21 | -1 | -4 | -0.1 | 14 | 5 | 38 | -11 | 2
Cc1onc(-c2ccccc2)c1C(=O)N/N=C/c1cc2c(cc1Cl)OCO2 | 8 | 15 | 3 | 4 | -0.5 | 8 | 4 | 1 | 3 | -2
Cc1ccc(NC2CCCN(C(=O)C3CCCC3)C2)cc1C (stereo not drawn) | -7 | -13 | -1 | . | -0.3 | 7 | -6 | 2 | -5 | 2
Cc1ccc(-n2c(C)cc(C(=O)CSc3nncs3)c2C)cc1 | -172 | -211 | 1 | 5 | 2.1 | -7 | 39 | 1 | 67* | 1
Cc1c(Cl)cccc1NC(=O)CCC(=O)N/N=C/c1ccco1 | -19 | -23 | 0 | -6 | -0.5 | 30 | 1 | 2 | 4 | -6
